# proCasp3 act – procaspase-3 (human) activation | P42574 | AID 463141 | 330,000 tested, 0.11% active | recombinant procaspase-3 D3A, Ac-DEVD-pNA absorbance 405 nm | activation, % at 8.5 µM;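 active = activation above the mean of all tested compounds plus 3 SD, cut at about 21% in these data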;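 also: 0% = DMSO alone and 100% = DMSO wells spiked with extra 5 µM PC-3 D3A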
# Target sequence (P42574 whole entry D9A/D28A/D175A): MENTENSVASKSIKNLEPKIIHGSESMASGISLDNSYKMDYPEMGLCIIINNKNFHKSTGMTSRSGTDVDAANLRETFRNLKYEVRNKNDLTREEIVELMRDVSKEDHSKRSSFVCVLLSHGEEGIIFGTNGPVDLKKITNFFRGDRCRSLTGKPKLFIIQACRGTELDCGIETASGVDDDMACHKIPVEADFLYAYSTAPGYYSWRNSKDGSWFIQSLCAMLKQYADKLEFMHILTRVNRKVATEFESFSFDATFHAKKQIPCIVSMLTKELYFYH
#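 Assay system – Procaspase-3 D3A mutant, all three cleavage aspartates alanine · Controls – DMSO-only low control, 5 µM PC-3 D3A high control · Schedule – 1 h compound preincubation, 2 h substrate hydrolysis at 25 °C · Signal – 405 nm absorbance of p-nitroaniline, reads at 0 and 120 min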
# PP5 primary – inhibitors of human protein phosphatase 5 (PP5); 320,000 tested, 0.18% active; AID 1987; inhibition, % at 6.7 µM; P53041; purified PP5c, OMFP substrate fluorescence;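 active = inhibition above the campaign's mean inhibition across all tested compounds plus 3 SD, cut at about 9.5% in these data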;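 also: 0% = DMSO only and 100% = 100 µM cantharidin control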
# GASC-1 inh – blocks human GASC-1 demethylase activity; 330,000 tested, 0.069% active; Q9H3R0; inhibition, % at 2.35 µM; GST-JMJD2C(1-420) H3K9me3 demethylation, DELFIA europium; AID 2099;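 active = more than half of a compound's replicate wells show inhibition beyond 50%, single wells judged on their own value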;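 also: signal counts dimethyl H3K9 product captured on neutravidin plate; 0% = median of DMSO wells and 100% = 0.3 times that DMSO median; strong numbers were not always called active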
# Target sequence (Q9H3R0 1-420 limits assumed): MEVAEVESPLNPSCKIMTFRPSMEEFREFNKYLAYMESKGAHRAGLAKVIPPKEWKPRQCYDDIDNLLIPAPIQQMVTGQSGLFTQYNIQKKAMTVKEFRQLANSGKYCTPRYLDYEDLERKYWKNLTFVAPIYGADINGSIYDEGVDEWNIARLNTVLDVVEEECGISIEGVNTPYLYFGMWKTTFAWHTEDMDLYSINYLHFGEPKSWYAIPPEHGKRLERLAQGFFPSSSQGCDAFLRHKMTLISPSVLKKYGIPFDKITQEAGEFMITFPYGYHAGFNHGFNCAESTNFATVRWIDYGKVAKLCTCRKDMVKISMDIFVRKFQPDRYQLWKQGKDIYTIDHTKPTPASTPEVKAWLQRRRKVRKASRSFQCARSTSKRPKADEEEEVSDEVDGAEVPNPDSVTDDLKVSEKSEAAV
# VLA-4 inh – inhibition in a human VLA-4 binding assay; P13612; VLA-4 expressing cells, ligand binding flow cytometry; inhibition, % (about 7 µM as worked out from the volumes in the protocol); 330,000 tested, 0.2% active; AID 2557; in the data active = inhibition above about 50%
# CTSL1 counter – counter-screen for PFM18AAP inhibitors: inhibitors of F. hepatica cathepsin L1; recombinant F. hepatica cathepsin L1, Z-Leu-Arg-MCA fluorescence; inhibition, % at 5.96 µM; 300,000 tested, 0.49% active;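 active = inhibition above the mean of all tested compounds plus 3 SD, set per screening campaign, cut at about 17% in these data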;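 also: 0% = plate median of test compound wells and 100% = 1 µM Z-Phe-Ala-diazomethylketone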
# PP1 inh – PP1-alpha (human) inhibition in PP5 counter-screen. purified PP1alpha, OMFP fluorescence. inhibition, % at 6.7 µM. 320,000 tested, 0.9% active;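 active = inhibition above the mean inhibition of all tested compounds plus 3 SD, computed separately for each screening campaign, cut at about 15% in these data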
# Target sequence (P62136 whole entry, looked up): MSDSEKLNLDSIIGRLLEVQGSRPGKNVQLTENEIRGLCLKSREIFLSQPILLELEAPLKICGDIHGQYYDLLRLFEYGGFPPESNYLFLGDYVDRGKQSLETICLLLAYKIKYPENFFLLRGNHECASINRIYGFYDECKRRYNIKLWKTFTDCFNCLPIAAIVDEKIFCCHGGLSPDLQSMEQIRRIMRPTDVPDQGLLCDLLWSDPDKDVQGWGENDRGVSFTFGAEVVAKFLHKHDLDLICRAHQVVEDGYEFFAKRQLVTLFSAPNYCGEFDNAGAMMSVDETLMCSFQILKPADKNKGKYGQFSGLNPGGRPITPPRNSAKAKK
# proCasp7 act – activates human procaspase-7, counter-screen for procaspase-3 activators; P55210; activation, % at 8.5 µM; recombinant procaspase-7, Ac-DEVD-pNA absorbance 405 nm; D23A/D198A/D206A triple mutant, cannot self-cleave; scale: DMSO 0, 5 µM enzyme 100; 330,000 tested, 0.093% active;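 active = percent activation above the screen-wide mean plus 3 SD, cut at about 25% in these data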
#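 Assay system: Uncleavable procaspase-7 mutant enzyme / Input: 2 µM procaspase-7 mutant as dispensed / Dosing: single nominal 8.5 µM compound dose, 0.8% DMSO final / Timing: 1 h enzyme–compound preincubation and 2 h substrate reaction, both 25 °C / Detection: p-Nitroaniline absorbance at 405 nm, read at 0 and 120 min / Replication: singlicate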
# GRK2 aptamer HTS – blocks RNA aptamer binding to human GRK2; P25098; bead flow cytometry, FAM-aptamer displacement from GRK2; inhibition of aptamer binding, % at 10 µM; 330,000 tested, 0.59% active; AID 488847;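 active = inhibition of aptamer binding above 40%, roughly 3 SD of noise, on plates passing a quality check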;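 also: median bead fluorescence of bound FAM aptamer so fluorescent compounds give negative values; no value below 0 was filed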
# core dimer inh – blocks dimerization of HCV core protein; TR-FRET GST/Flag-core106 dimerization, 1536-well; AID 1899; inhibition, % at 5 µM; 300,000 tested, 0.33% active;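 active = inhibition above the mean of all tested compounds plus 3 SD, set per screening campaign, cut at about 45% in these data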
#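 Assay system: tagged HCV core106 pair (GST and Flag); medium: KF-containing HEPES buffer, pH 7.45, DTT, CHAPS, BSA; also added: Eu donor and XL665 acceptor anti-tag antibodies; dosing: 5 µM single dose; timing: compound-protein-antibody incubation 4 h at 22.5 °C; signal: TR-FRET 671 and 617 nm emission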
# An asterisk follows results filed as active; . = no result given.
no.	SMILES	core dimer inh	PP5 primary	VLA-4 inh	CTSL1 counter	proCasp7 act	GRK2 aptamer HTS	GASC-1 inh	proCasp3 act	PP1 inh
1	CCOc1ccc(C(CC(=O)O)NC(=O)COc2ccccc2)cc1OC (configuration not stated)	-1.5	-1.0	8.9	-4.2	6.1	0.0	19.1	-2.3	-1.9
2	CCC(NC(=O)CCC(=O)N1CCN(S(=O)(=O)c2ccc(C)cc2)CC1)c1ccc(C)cc1 (configuration not stated)	.	-1.8	-3.1	.	2.8	0.0	-11.7	0.9	-2.1
3	CCN(CC(=O)NCc1ccc(Cl)cc1)C(=O)CCC(=O)c1ccc(C)cc1	-0.3	2.0	0.4	0.5	0.9	0.0	-3.2	-2.0	-0.1
4	C[C@H]1CC[C@H]2C(=O)N3[C@H](c4ccccc4Br)[C@@H](C)CC[C@H]3C(=O)N2[C@@H]1c1ccccc1Br	21.7	0.9	4.0	0.7	-3.0	2.0	1.7	7.9	13.2
5	Cc1cccnc1Nc1nc(-c2ccc(F)cc2)cs1	-7.6	1.3	6.0	-0.7	9.9	0.0	-2.2	9.7	-0.1
6	O=C(O)c1cccc(-n2nc(-c3ccc(Cl)c([N+](=O)[O-])c3)c3ccccc3c2=O)c1	4.6	1.8	-9.4	3.6	2.0	4.0	12.4	1.1	0.8
7	COc1ccc(C)cc1NC(=O)C1CCN(S(=O)(=O)c2cccc3cccnc23)CC1	-0.9	2.2	4.7	-2.6	15.8	0.0	4.2	0.4	-2.3
8	CC(C)c1ccc(NC2CCCN(C(=O)c3ccc4nccnc4c3)C2)cc1 (configuration not stated)	-0.5	2.3	-8.1	-3.9	5.9	0.0	10.0	-0.2	-5.2
9	Cc1ccc(CS(=O)(=O)CCC(=O)NCc2ccccn2)cc1	-6.3	1.6	22.3	-0.9	3.4	0.0	-20.3	-7.1	-3.0
10	CCN1CCN(CCCNC(=O)C2CCN(c3nnc(-n4cccc4)s3)CC2)CC1	-4.0	-3.0	2.1	-1.8	9.3	0.0	3.0	4.7	1.9
11	CCc1ccc(N2C(=O)CN(Cc3sccc3C)C2=S)cc1	1.3	-0.1	14.0	-4.5	5.1	0.0	-12.5	1.8	1.1
12	CC(=O)c1ccc(C(=O)NC2CC(C)(C)Cc3c2cnn3-c2ccccc2)cc1 (configuration not stated)	1.8	2.8	-18.4	0.6	3.1	0.0	4.6	-8.8	0.6
13	COc1ccc(N(C)S(=O)(=O)c2cccc(C(=O)Nc3cc(OC)ccc3OC)c2)cc1	9.9	0.2	5.6	-0.3	3.5	3.0	-2.1	6.9	0.1
14	FC(F)(F)c1cccc(N2CCN(c3nnnn3-c3ccccc3)CC2)c1	12.4	6.9	1.3	6.1	7.3	2.0	-4.9	-0.5	4.8
15	CN(C(=O)COC(=O)CNC(=O)c1sc2ccccc2c1Cl)C1CCS(=O)(=O)C1 (configuration not stated)	.	.	11.5	.	4.5	0.0	-8.0	7.0	.
16	Cn1c(C(=O)NCCc2ccccc2)cc(=O)n(C)c1=O	-5.1	3.0	2.7	-0.8	4.6	2.0	3.3	-3.4	-2.8
17	COc1cc(CNC(C)(C)C)cc(Br)c1OCc1cccs1	-5.0	-1.5	0.0	-3.2	-2.9	0.0	7.6	8.9	-2.1
18	Cc1ccc(S(=O)(=O)N2CCN(CC(=O)NC3CCCc4ccccc43)CC2)cc1C (configuration not stated)	6.3	2.3	-1.4	2.5	1.3	0.0	7.1	7.7	4.2
19	CCc1ccccc1NS(=O)(=O)c1ccc(OC)c2ncccc12	-1.7	2.0	10.8	1.8	7.8	0.0	0.3	3.9	0.3
20	COc1cc2nc(C3CCC3)n(NC(=O)C3CCC(OC)CC3)c(=O)c2cc1OC (configuration not stated)	-1.4	-0.8	-8.4	3.7	-2.8	0.0	-7.2	2.4	-0.3
21	Cc1cc(Cl)c(S(=O)(=O)N2CCN(c3ccc(F)cc3)CC2)cc1OCC(=O)NC1CCCCC1	1.2	6.5	-10.2	5.4	6.9	4.0	3.8	-9.7	18.2*
22	COc1ccc(Cl)cc1N(CC(=O)Nc1ccc2c(c1)OCO2)S(C)(=O)=O	1.2	3.6	17.4	-2.3	-11.9	1.0	-4.4	3.7	4.0
23	COc1ccc(OC)c(CN2CCCC(CCC(=O)N(C)CCc3ccccn3)C2)c1 (configuration not stated)	-1.4	-0.6	8.5	2.7	7.4	0.0	-3.8	3.0	8.2
24	CCOC(=O)N1CCN(Cc2nc(-c3ccc(Cl)cc3)no2)CC1	-3.2	2.7	16.4	-0.9	14.8	1.0	3.3	-3.0	-0.2
25	O=C(CSc1nc2ccc(Cl)cc2[nH]1)NC1CCCC1	-9.1	2.2	-1.0	-5.4	9.3	2.0	1.5	0.4	1.8

# The final 2 entries of the section above lead into the next.
no.	SMILES	core dimer inh	PP5 primary	VLA-4 inh	CTSL1 counter	proCasp7 act	GRK2 aptamer HTS	GASC-1 inh	proCasp3 act	PP1 inh
24	CCOC(=O)N1CCN(Cc2nc(-c3ccc(Cl)cc3)no2)CC1	-3.2	2.7	16.4	-0.9	14.8	1.0	3.3	-3.0	-0.2
25	O=C(CSc1nc2ccc(Cl)cc2[nH]1)NC1CCCC1	-9.1	2.2	-1.0	-5.4	9.3	2.0	1.5	0.4	1.8
26	O=C(CCCN=C1NS(=O)(=O)c2ccccc21)OCc1ccccc1	2.4	-3.0	-0.6	-0.8	4.4	0.0	3.1	2.1	-2.7
27	COCC(C)n1c(COc2ccccc2F)nnc1SCC(=O)Nc1oc(C)c2c(C)n[nH]c(=O)c12 (configuration not stated)	-5.2	0.9	-3.2	3.5	-12.3	13.0	2.7	-14.6	2.6
28	COc1ccc(-c2nc(-c3ccccc3)[nH]c(=O)c2C#N)cc1	7.1	2.0	-11.9	-1.0	-2.5	0.0	6.9	-3.3	-1.1
29	CC(=O)NC1C(OCc2ccccc2)OC(COC(C)=O)C(OC(C)=O)C1OC(C)=O (configuration not stated)	-9.0	4.4	7.8	-0.5	-1.1	1.0	5.7	2.6	-0.7
30	COc1ccc(C(=O)Nc2ccc(OCC(F)(F)C(F)F)c(C(F)(F)F)c2)cc1OC	-8.6	12.4*	4.2	6.3	-0.3	1.0	9.4	3.4	10.9
31	O=C1N=C(N2CCOCC2)S/C1=C\c1ccc(OS(=O)(=O)c2ccccc2)cc1	6.4	4.8	4.6	0.0	-10.8	3.0	-17.4	2.2	-2.7
32	COCc1[nH]nc2c1C(c1ccnc3ccccc13)C(C#N)=C(N)O2 (configuration not stated)	-0.1	1.2	16.0	0.7	8.9	0.0	-2.1	-5.1	-6.5
33	CCN(CC(=O)Nc1ccc(OC)cc1)CC(=O)N1CC(=O)Nc2ccccc21	.	0.0	8.8	.	-3.6	1.0	12.2	6.6	-5.5
34	COc1ccccc1C(=O)NCCNC(=O)c1ccco1	-1.4	2.0	2.9	5.0	9.6	6.0	-8.0	-0.9	1.5
35	O=C(O)CSc1ccc2ccccc2n1	3.4	-0.2	8.8	-2.0	6.2	0.0	2.7	-1.6	-4.9
36	Nc1c(S(=O)(=O)c2ccccc2)c2nc3ccccc3nc2n1Cc1ccco1	8.2	1.6	-16.8	5.0	3.0	5.0	6.3	8.1	2.5
37	CCc1cc(C(=O)Nc2cc(S(=O)(=O)N(C)C)ccc2C)sc1C	3.2	0.5	21.2	-0.4	3.9	1.0	-5.9	-2.0	0.0
38	Cc1cc(C(=O)N/N=C2\CCCC(C)C2)n[nH]1 (configuration not stated)	-8.8	-1.4	9.4	5.1	-3.4	0.0	3.8	-4.4	-2.2
39	COc1cccc(C2=NN(C(=O)c3ccc(C)o3)C(O)(C(F)(F)F)C2)c1 (configuration not stated)	-2.5	-1.8	0.0	-0.6	11.9	3.0	14.6	-8.9	2.4
40	Cc1ccccc1OCCNC(=O)/C=C/c1ccccc1	-0.9	5.0	-56.4	1.6	1.0	0.0	-4.3	-2.8	-1.7
41	O=C(CS(=O)c1ccc(F)cc1)N1CCOCC1 (configuration not stated)	3.9	-9.2	-13.8	15.7	-5.3	0.0	2.9	8.6	-1.4
42	COc1ccc(-c2coc3cc(O)ccc3c2=O)cc1OC	-1.7	-0.9	13.6	1.2	6.6	5.0	-0.5	-2.0	-3.5
43	COCCNc1nnc(SC(C)C(=O)Nc2ccc(-c3nc4ccc(C)cc4s3)cc2)s1 (configuration not stated)	-19.8	1.2	-15.4	5.8	-14.1	0.0	0.4	7.5	1.3
44	OCc1cc(Br)ccc1OCc1nc2ccccc2s1	-11.9	3.3	-14.3	4.5	-4.8	0.0	5.6	-5.5	3.9
45	CCC(=O)NNc1ncnc2c1cnn2C	1.0	1.4	-0.1	-4.8	5.0	3.0	-5.5	1.7	-10.3
46	Cn1cccc1C(=O)OCC(=O)N1CC(=O)Nc2ccccc21	0.5	-0.4	7.2	-1.0	-11.5	3.0	-3.2	-7.5	-2.1
47	Cc1ccccc1C(=O)NNC(=O)c1cc(S(=O)(=O)N2CCOCC2)ccc1C	.	0.1	0.9	.	1.4	0.0	2.6	8.4	-0.8
48	O=C(COc1cccnc1[N+](=O)[O-])NCc1ccco1	1.4	0.9	28.6	-3.8	0.3	1.0	-1.4	-2.7	-2.5
49	COC(=O)c1nn(-c2ccc(OC)cc2)c(=O)c2c(N)sc(C)c12	-0.4	1.4	24.7	2.8	-3.6	3.0	41.3	0.0	4.0
50	COc1ccc(CCNC(=O)CCc2cn(C)c3ccccc23)c(OC)c1OC	3.6	-0.1	3.1	-1.1	-4.4	1.0	1.3	0.3	0.3

# The results go on:
no.	SMILES	core dimer inh	PP5 primary	VLA-4 inh	CTSL1 counter	proCasp7 act	GRK2 aptamer HTS	GASC-1 inh	proCasp3 act	PP1 inh
51	CCC1(c2ccccc2)NC(=O)N(CC(=O)Nc2ccc3c(C)cc(=O)oc3c2)C1=O (configuration not stated)	5.9	-1.8	-10.1	-17.0	1.3	1.0	-3.2	8.7	-1.2
52	CC1=CC(C)(C)Nc2ccc(OC(=O)C(C)N3C(=O)c4ccccc4C3=O)cc21 (configuration not stated)	4.3	5.1	1.4	0.6	3.9	1.0	-1.6	-9.2	4.1
53	Cc1cc(C(=O)N/N=C/c2cc(N=Nc3ccccc3)ccc2O)n[nH]1	-11.1	1.4	1.8	-2.5	26.4*	1.0	4.4	18.2	15.5*
54	Cc1ccccc1CN1CCN(CC2CC3C=CC2C3)CC1 (configuration not stated)	-1.3	5.1	7.7	2.2	6.9	0.0	4.2	-2.3	-3.5
55	C[C@H](NC(=O)[C@H]1N2C(=O)c3ccccc3C2SC1(C)C)C(=O)NCc1ccncc1 (some centres not stated)	-10.8	-1.1	16.2	2.0	-3.8	0.0	5.2	5.4	-2.9
56	COC(=O)CCCC1=CC2=C(c3ccccc3)C(=O)C(C)(OC(=O)C3CCCC3)C(=O)C2=CN1Cc1ccco1 (configuration not stated)	13.6	0.2	22.3	2.9	-13.8	0.0	4.5	-5.9	-7.0
57	O=c1[nH]c(Cc2ccccc2)nc2c1oc1ccccc12	-3.1	3.3	20.3	5.5	-5.1	2.0	7.6	-5.0	6.6
